Compound activity (PubChem BioAssay)
sEH inh: blocks human soluble epoxide hydrolase activity | P34913 | recombinant human sEH enzymatic activity assay | inhibition, % at 2 µM | 91,000 tested, 0.34% active | AID 707; in the data active = inhibition above about 80%; note: values of inactives mirror those of a sister screen read the other way; many of its hits are not listed in these tables
Target sequence (P34913 whole entry, looked up): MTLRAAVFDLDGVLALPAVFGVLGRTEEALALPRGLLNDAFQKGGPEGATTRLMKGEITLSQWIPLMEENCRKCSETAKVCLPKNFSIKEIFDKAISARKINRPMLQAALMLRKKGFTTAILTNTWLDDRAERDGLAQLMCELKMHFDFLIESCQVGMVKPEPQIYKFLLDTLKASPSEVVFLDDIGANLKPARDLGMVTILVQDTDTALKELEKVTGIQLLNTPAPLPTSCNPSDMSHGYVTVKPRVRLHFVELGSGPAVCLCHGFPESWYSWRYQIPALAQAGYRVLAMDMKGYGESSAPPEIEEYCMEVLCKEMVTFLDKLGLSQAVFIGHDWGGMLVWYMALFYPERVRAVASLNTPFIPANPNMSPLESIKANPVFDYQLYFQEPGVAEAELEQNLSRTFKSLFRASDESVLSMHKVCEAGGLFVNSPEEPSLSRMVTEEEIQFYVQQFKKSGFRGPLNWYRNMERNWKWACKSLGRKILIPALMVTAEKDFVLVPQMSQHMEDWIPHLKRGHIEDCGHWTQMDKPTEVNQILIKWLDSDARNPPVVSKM
S1P2 agonist: activates the human S1P2 receptor; 97,000 tested, 0.46% active; activation, % at 4.5 µM; O95136; AID 729; S1P2-expressing cell line, agonist reporter read-out; in the data active = activation above about 16%;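 note: 0% = vehicle low control and 100% = maximal reference agonist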
Target sequence (O95136 whole entry, looked up): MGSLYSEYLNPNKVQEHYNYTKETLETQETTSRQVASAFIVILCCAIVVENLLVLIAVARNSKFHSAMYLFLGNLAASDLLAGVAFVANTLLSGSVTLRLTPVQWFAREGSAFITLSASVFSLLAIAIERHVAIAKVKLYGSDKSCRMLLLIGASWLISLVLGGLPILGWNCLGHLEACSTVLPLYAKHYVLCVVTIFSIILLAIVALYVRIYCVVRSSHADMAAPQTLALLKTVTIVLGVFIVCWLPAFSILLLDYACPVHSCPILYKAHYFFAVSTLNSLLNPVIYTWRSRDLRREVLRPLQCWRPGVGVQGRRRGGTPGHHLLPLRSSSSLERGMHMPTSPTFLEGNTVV
H69AR inhibit: growth inhibitors of human H69AR lung tumor cells | H69AR lung tumor viability, ATP luminescence, 72 h; active compounds read low | viability, % at 10 µM | 85,000 tested, 6% active | AID 598;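 active = viability at or below 40%; inactive = viability above 40%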;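 note: multidrug resistant small cell line overexpressing MRP-1 efflux transporter; 100% = mean luminescence of untreated control wells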
PostGolgi ctrl: inhibits growth of the yeast control strain. efflux-deficient yeast background strain, growth absorbance A615, 16 h. inhibition, % at 10 µM. 98,000 tested, 5% active; in the data active = inhibition above about 30%
PTPN22 act: LYP (human) phosphatase activation. Q9Y2R2. recombinant LYP, DiFMUP fluorescence; 0 = plate median, 100 = signal doubled. activation, % at 2 µM. 96,000 tested, 0.11% active. AID 697;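 active = activation at 2 µM above a set limit, the mean plus 5 SD, cut at about 37% in these data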
sEH activator: activators of human soluble epoxide hydrolase | P34913 | purified human sEH enzymatic activity, activator screen | activation, % at 2 µM | 91,000 tested, 0.04% active | AID 717; in the data active = activation above about 37%; note: values of inactives mirror those of a sister screen read the other way
Lung fibro prol: blocks proliferation of human lung fibroblasts; viability, % at 10 µM; LL 47 human lung fibroblast viability, ATP luminescence; active compounds read low; 85,000 tested, 1.1% active;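 active = viability at or below 50% in the single dose screen; inactive = viability above 50%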;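 note: compound exposure lasted 72 h before the ATP readout; 100% = median luminescence of untreated cell-only wells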
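Times – overnight cell rest, 72 h compound treatment at 37 °C · Test system – human lung fibroblast line LL 47, low passage · Amount – 1,150 cells in each well · Controls – cell-only wells, no compound · Doses – 0.1% DMSO in all compound wells · Measured by – CellTiter-Glo luminescence · Buffer or medium – IMEM plus 15% FBS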
S1P2 blocker: blocks the human S1P2 receptor; O95136; cell-based S1P2 antagonist assay, inhibition at 5 uM; inhibition, % at 5 µM; 97,000 tested, 0.21% active; AID 736; in the data active = inhibition above about 45%;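 note: CRE beta-lactamase reporter cells expressing human S1P2 stimulated with S1P; 0% = agonist at EC80 alone and 100% = agonist plus reference antagonist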
HUVEC inhibit: inhibitors of human endothelial cell proliferation | AID 648 | 86,000 tested, 1.1% active | HUVEC proliferation, CellTiter-Glo luminescence, 72 h; active compounds read low | viability, % at 10 µM (by protocol);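 active = viability at or below 30%; inactive = viability above 30%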;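 note: 100% = median luminescence of DMSO-only cell control wells on each plate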
The depositor's hits bear a star; / = no result given.

cpd	smiles	sEH inh	S1P2 agonist	H69AR inhibit	PostGolgi ctrl	PTPN22 act	sEH activator	Lung fibro prol	S1P2 blocker	HUVEC inhibit
1	COc1ccccc1-c1cc(C(F)(F)F)nc(S(=O)(=O)CCCC(=O)NC(C)C)n1	4	-10	/	43*	-16	-4	/	-16	/
2	CCn1c(COc2cccc(C)c2)nnc1SCC(=O)Nc1cccc(C(=O)OC)c1	-4	-2	99	11	1	2	102	-18	98
3	CCSc1nnc(-c2ccc(OC)cc2)o1	5	-11	/	10	0	-2	/	-14	/
4	COc1ccccc1NC(=O)CNC(=O)c1ccccc1	18	-3	96	13	-9	-16	101	-5	96
5	COc1cccc(CNC(=O)c2cc3c(C)nc4ccccc4c3o2)c1	4	0	76	16	-1	-5	98	19	81
6	CCCn1c(N)c(N2CCCCC2)c(=O)n(CC(=O)Nc2ccccc2)c1=O	6	-1	105	20	14	-7	107	-1	101
7	Cn1c(SCC(=O)Nc2nc3ccccc3s2)nnc1-c1ccccc1	6	-5	97	6	-12	-4	96	-1	84
8	c1ccc(Nc2nc(N3CCOCC3)nc(N3CCOCC3)n2)cc1	-2	-7	/	32*	-5	2	/	22	/
9	Cn1cc(Cl)c(C(=O)OCC(=O)Nc2ccccc2)n1	-7	0	/	1	2	9	/	13	/
10	O=C(Nc1nnc(C2CCCO2)s1)c1ccc(Br)cc1 (configuration not stated)	6	0	103	12	-2	-6	111	-23	101
11	CC(=O)Oc1ccc(/C=c2\sc3ncnn3c2=O)cc1	2	-2	81	3	5	-1	96	-13	89
12	CCN1C(=O)CSc2ccc(C(=O)NCc3ccc(OC)cc3)cc21	69	2	87	-3	3	-68	100	-4	101
13	COc1cc(CNCCc2ccccc2F)ccc1OCc1ccc(Cl)nc1	0	-2	/	10	3	1	/	29	/
14	O=C1OCc2cc(NS(=O)(=O)c3cccs3)ccc21	7	-1	91	4	-7	-3	97	-6	104
15	CC(=O)NCC(=O)OC(C)C(=O)Nc1ccc(C(C)=O)cc1 (configuration not stated)	2	-9	/	23	15	1	/	-2	/
16	CC(O)c1cccc(NC(=O)CCC(=O)O)c1 (configuration not stated)	-22	-4	98	-6	-8	21	91	-11	85
17	Cn1c(=O)cc(SCC(=O)NCC2COc3ccccc3O2)c2ccccc21 (configuration not stated)	/	-8	83	-8	9	/	40*	16	102
18	CCN1CCCC1CNC(=O)Cn1cnc2sc(C)c(S(=O)(=O)N3CCC(C)CC3)c2c1=O (configuration not stated)	-4	-1	82	/	12	2	106	12	99
19	COc1ccc(CN(CC(=O)NCc2ccco2)C(=O)CCC(=O)Nc2nccs2)cc1	1	-6	95	28	4	0	97	11	90
20	CCOc1ccc(OCC)c2sc(C)nc12	-1	-2	96	14	-8	-2	100	-36	92

Other structures
cpd	smiles	sEH inh	S1P2 agonist	H69AR inhibit	PostGolgi ctrl	PTPN22 act	sEH activator	Lung fibro prol	S1P2 blocker	HUVEC inhibit
21	CCc1onc(C)c1C(=O)Nc1cc(C)ccc1OC	7	-4	88	-1	40*	-5	108	-14	91
22	Cc1noc(C)c1CSc1nc2ccccc2c(=O)n1-c1ccc(F)cc1F	/	-3	23*	55*	-8	/	61	-9	51
23	CCOC(=O)c1cc2sccc2n1CC(=O)O	1	-1	90	-1	0	-3	103	7	103
24	Cc1cc(C(=O)NCc2ccc(C(=O)O)o2)c(C)o1	5	-2	/	3	-3	-4	/	3	/
25	O=C(Cn1cnc2c(oc3ccccc32)c1=O)c1ccccc1	-4	-3	88	1	36	6	94	9	90
26	S=C1NCCOCCOCCOCCNC(=S)NCCOCCOCCOCCN1	-3	-1	98	/	-5	6	103	-6	99
27	O=C(NCc1cn2ccsc2n1)c1c(F)cccc1Cl	10	-2	93	0	8	-7	105	-9	105
28	CCN(CC)CCP(=O)(c1ccccc1)c1ccccc1	-6	-5	88	-10	9	6	103	-1	93
29	Cc1ccc(NC(=O)c2cc(S(=O)(=O)c3ccccc3)ccc2Cl)cc1	-12	-7	/	16	6	14	/	-5	/
30	COC(=O)c1ccc(CSc2nnnn2Cc2ccccc2)cc1	10	-2	95	20	-2	-6	101	5	108
31	O=C1CC(c2ccccc2)Cc2nc(N3CCc4ccccc4C3)ncc21 (configuration not stated)	0	-5	97	46*	-8	-1	98	1	95
32	COc1ccc(C2CC(c3ccc(Br)cc3)Nc3nc(N)nn32)cc1 (configuration not stated)	-4	-2	93	5	2	5	92	2	87
33	COc1ccc(C(CNC(=O)CCOc2ccccc2)N(C)C)cc1 (configuration not stated)	0	-6	/	-5	14	-1	/	-17	/
34	COc1cc2c(cc1NC(=O)C1CCCO1)oc1ccccc12 (configuration not stated)	-8	-7	35*	14	-1	6	83	6	71
35	CC(C)CC(=O)Nc1cccc(-c2cn3ccsc3n2)c1	-5	-3	87	19	7	7	106	-12	101
36	CCc1cc2cc(C(=O)Nc3ccc(F)cc3)sc2s1	3	-2	92	/	-4	0	103	-2	100
37	C=CCn1c2ccccc2c2nnc(SCC(=O)OCN3C(=O)c4ccccc4C3=O)nc21	7	-3	107	/	-5	-1	96	-10	103
38	COc1ccc(C(=O)Nc2nnc(-c3ccccc3)o2)cc1OC	-3	-11	33*	17	-7	4	93	16	86
39	CN(C)c1ccc(C2N3CC4(C)CN2CC(C)(C3)C4O)cc1 (configuration not stated)	/	-1	95	0	/	/	99	3	96
40	Cc1ccc(N2CCN(c3ccc(C)cc3)C2c2cccnc2)cc1	0	1	92	8	-16	-2	89	-3	98

Arranged by formula weight (low to high): some entries from above
cpd	smiles	sEH inh	S1P2 agonist	H69AR inhibit	PostGolgi ctrl	PTPN22 act	sEH activator	Lung fibro prol	S1P2 blocker	HUVEC inhibit
23	CCOC(=O)c1cc2sccc2n1CC(=O)O	1	-1	90	-1	0	-3	103	7	103
21	CCc1onc(C)c1C(=O)Nc1cc(C)ccc1OC	7	-4	88	-1	40*	-5	108	-14	91
35	CC(C)CC(=O)Nc1cccc(-c2cn3ccsc3n2)c1	-5	-3	87	19	7	7	106	-12	101
28	CCN(CC)CCP(=O)(c1ccccc1)c1ccccc1	-6	-5	88	-10	9	6	103	-1	93
25	O=C(Cn1cnc2c(oc3ccccc32)c1=O)c1ccccc1	-4	-3	88	1	36	6	94	9	90
36	CCc1cc2cc(C(=O)Nc3ccc(F)cc3)sc2s1	3	-2	92	/	-4	0	103	-2	100
27	O=C(NCc1cn2ccsc2n1)c1c(F)cccc1Cl	10	-2	93	0	8	-7	105	-9	105
40	Cc1ccc(N2CCN(c3ccc(C)cc3)C2c2cccnc2)cc1	0	1	92	8	-16	-2	89	-3	98
33	COc1ccc(C(CNC(=O)CCOc2ccccc2)N(C)C)cc1 (configuration not stated)	0	-6	/	-5	14	-1	/	-17	/
29	Cc1ccc(NC(=O)c2cc(S(=O)(=O)c3ccccc3)ccc2Cl)cc1	-12	-7	/	16	6	14	/	-5	/
22	Cc1noc(C)c1CSc1nc2ccccc2c(=O)n1-c1ccc(F)cc1F	/	-3	23*	55*	-8	/	61	-9	51
32	COc1ccc(C2CC(c3ccc(Br)cc3)Nc3nc(N)nn32)cc1 (configuration not stated)	-4	-2	93	5	2	5	92	2	87
26	S=C1NCCOCCOCCOCCNC(=S)NCCOCCOCCOCCN1	-3	-1	98	/	-5	6	103	-6	99

Next section:
cpd	smiles	sEH inh	S1P2 agonist	H69AR inhibit	PostGolgi ctrl	PTPN22 act	sEH activator	Lung fibro prol	S1P2 blocker	HUVEC inhibit
41	CCOc1ccccc1N1CCN(S(=O)(=O)c2ccc3c4c(cccc24)C(=O)N3)CC1	7	-6	62	20	-5	-5	81	-10	92
42	CCn1c(CSc2nc(C)cs2)nc2cc(S(=O)(=O)N(C)C)ccc21	12	-4	89	3	-2	-11	90	-8	97
43	CCOCCCn1c(=S)[nH]c2cc(C(=O)N3CCN(C)CC3)ccc2c1=O	-4	-6	99	7	28	5	101	6	98
44	CC(Sc1nnc(-c2ccc(Cl)cc2)n1C)C(N)=O (configuration not stated)	-8	-4	96	2	-3	11	95	7	96
45	CSc1nnc(-c2ccc(S(=O)(=O)N3CCCC3)cc2)n1C	4	-10	85	7	1	-4	97	-7	101
46	COc1ccc(OCC(O)Cn2ccnc2C)cc1 (configuration not stated)	3	-1	91	/	-2	-3	98	-2	96
47	COc1ccc(OC)c(S(=O)(=O)N2CCCc3ccccc32)c1	6	-1	81	15	2	-6	85	-9	104
48	N#Cc1nc(Cc2cccc3ccccc23)oc1N1CCC(C(N)=O)CC1	-8	1	90	3	-5	6	88	2	99
49	Cc1ccc(-n2nnnc2SCC(=O)NNC(=O)c2ccco2)cc1C	-4	-2	/	3	10	8	/	21	/
50	CCOC(=O)COc1cccc2c(=O)n(CC(=O)NCc3ccc4c(c3)OCO4)ccc12	/	-1	26*	2	4	/	63	-11	56
51	O=C(Nc1nnc(C2CC2)s1)C1Cc2ccccc2CN1S(=O)(=O)c1ccccc1F (configuration not stated)	-9	-5	50	8	-10	8	83	-12	67
52	CC1(C)CC(=O)c2cc(OCC(=O)O)ccc2O1	-4	-4	/	9	-3	3	/	28	/
53	N#Cc1ccc(/C=N/N=C(N)N)cc1	-7	-1	/	-4	-3	5	/	-12	/
54	CNC(=O)Cc1csc2ccc(Cl)cc12	4	-3	/	-4	-7	-2	/	-3	/
55	O=C(C1CCN(S(=O)(=O)c2cccc3cccnc23)CC1)N1CCN(c2ccccn2)CC1	/	-3	69	2	1	/	86	18	79
56	COc1cc(C(=O)Nc2ccc3c(c2)OCCO3)ccc1-n1cnnn1	13	-4	82	5	-6	-10	95	7	85

These rows are one share of the data. The share of hits here may be higher or lower than overall.
